# PLK1 PBD block = PLK1 (human) polo-box domain binding inhibition. 360,000 compounds, 2.8% hits. Potency, µM, for the others: max response, negative = inhibition, actives largely listed as inhibitors. Plk1 PBD binding of FITC phosphopeptide, fluorescence polarization; note: potency is the fitted concentration of half-maximal effect; series mostly up to about 57 µM; % is set by controls: 0 for no effect and ±100 for the full control effect; nearly all actives have a fitted effect of over 65% in size
# Target sequence (P53350 whole entry, looked up, the tested form may be a part): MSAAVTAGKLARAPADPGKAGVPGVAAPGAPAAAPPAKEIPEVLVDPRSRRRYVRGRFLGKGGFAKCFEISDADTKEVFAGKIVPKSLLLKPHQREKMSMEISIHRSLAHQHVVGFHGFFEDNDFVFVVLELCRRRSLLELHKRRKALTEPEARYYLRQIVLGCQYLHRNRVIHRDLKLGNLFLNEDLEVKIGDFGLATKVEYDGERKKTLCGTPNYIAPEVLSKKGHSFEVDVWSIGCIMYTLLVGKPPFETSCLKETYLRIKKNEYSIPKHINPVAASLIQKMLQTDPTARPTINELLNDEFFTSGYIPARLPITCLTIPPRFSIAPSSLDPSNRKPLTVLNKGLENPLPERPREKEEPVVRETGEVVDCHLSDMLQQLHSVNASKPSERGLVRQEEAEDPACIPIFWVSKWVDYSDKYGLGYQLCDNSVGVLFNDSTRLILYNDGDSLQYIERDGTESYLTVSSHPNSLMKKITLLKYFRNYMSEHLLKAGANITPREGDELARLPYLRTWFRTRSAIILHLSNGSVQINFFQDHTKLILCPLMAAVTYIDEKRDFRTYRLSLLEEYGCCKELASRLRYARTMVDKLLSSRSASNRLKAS
# PI5P4Ka inh = PI5P4K alpha (human) kinase inhibition. AID 652105. max response, %. 330,000 compounds, 1.2% hits. P48426. PI5P4Kalpha enzyme, ADP-Glo luminescence, 60 min; active compounds read low; active = max response of -50% or lower; inconclusive = between -30% and -50%; inactive = -30% or higher; note: value at the top dose of about 77 µM; % is set by controls: 0 for no effect and ±100 for the full control effect
# Target sequence (P48426 whole entry, looked up): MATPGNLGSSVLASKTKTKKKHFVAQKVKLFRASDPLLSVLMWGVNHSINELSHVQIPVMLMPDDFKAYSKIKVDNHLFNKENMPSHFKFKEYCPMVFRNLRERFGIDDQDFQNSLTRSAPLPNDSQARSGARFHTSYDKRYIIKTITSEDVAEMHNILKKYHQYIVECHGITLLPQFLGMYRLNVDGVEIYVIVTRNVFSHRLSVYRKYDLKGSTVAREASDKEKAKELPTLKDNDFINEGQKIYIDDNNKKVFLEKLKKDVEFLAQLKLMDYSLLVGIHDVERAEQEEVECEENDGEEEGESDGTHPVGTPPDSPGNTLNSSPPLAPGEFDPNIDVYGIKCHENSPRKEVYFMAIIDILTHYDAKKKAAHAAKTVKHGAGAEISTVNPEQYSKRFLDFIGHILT
#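 Controls without substrate or without enzyme flank wells where PI5P4Kalpha converts substrate using 5 microM ATP (final). Incubation lasts 60 minutes at room temperature; ADP formed is read by ADP-Glo luminescence.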
# EPAC1 antagonist = antagonists of human EPAC1. 360,000 compounds, 0.14% hits. EPAC1 GEF assay, Rap1b-BODIPY-GDP exchange fluorescence. Potency, µM (doses to about 115 µM), without a hit: top-dose activity change, negative = inhibition, hits mostly inhibitors. O95398;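 note: potency is the fitted concentration of half-maximal effect; plate controls were vehicle for no effect and positive control for full effect; nearly all actives have a fitted effect of over 50% in size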
# EPAC2 antag = antagonists of human EPAC2; Q8WZA2; EPAC2 GEF exchange of Rap1B-BODIPY-GDP, fluorescence; Potency, µM (highest dose often 114 µM), without a hit: top-dose activity, negative = inhibition, usual class: inhibitors; 360,000 compounds, 0.18% hits; AID 720708; note: potency is the fitted concentration of half-maximal effect; % is set by controls: 0 for no effect and ±100 for the full control effect; nearly all actives have a fitted effect of over 45% in size; many of its hits are not listed in these tables
# EPAC1 ag = EPAC1 (human) agonism; 360,000 compounds, 0.073% hits; Potency, µM (highest dose often 154 µM), without a hit: top-dose activation, hits mostly activators; AID 720707; EPAC1 agonist qHTS, biochemical assay; response scale: 100% = response to 6.5 mM cAMP; note: potency is the fitted concentration of half-maximal effect; nearly all actives have a fitted effect of over 60% in size
#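 Nucleotide exchange assay: 100 nM EPAC1 with 250 nM Rap1B loaded with BODIPY-GDP and 50 uM GDP, room temperature. Fluorescence (480/540 nm) read every 5 min for 30 min; signal change normalized to 6.5 mM cAMP as full agonist.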
# CCT modulator = cytosolic chaperonin activity modulation | purified chaperonin ATPase assay, HTRF ADP detection, 30 min | activity change, % (test concentration not listed), hits read low | 360,000 compounds, 0.3% hits | AID 651819; in the data active = activity change below about -30%; note: % is set by controls: 0 for no effect and ±100 for the full control effect
#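 Nucleotide hydrolysis assay: TRiC at 20–40 nM final (set by batch activity) with 10 uM ATP, 30 min at 37 °C, in presence of 76 uM compound. Detection by competitive ADP HTRF, 30 min ambient.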
# Mm-Cpn inhibitor = M. maripaludis TRiC chaperonin inhibition | purified Mm-Cpn ATPase, ADP Transcreener TR-FRET | Potency, µM (titrated, usually from 76.9 µM), for inactives: at the highest dose activity, negative = inhibition, usual class: inhibitors | 330,000 compounds, 0.031% hits | AID 504842; note: potency is the fitted concentration of half-maximal effect; % is set by controls: 0 for no effect and ±100 for the full control effect; nearly all actives have a fitted effect of over 80% in size
#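 Purified archaeal Mm-CPN (25nM final) preincubated 10 min at 37degC with compound, then 10uM ATP for 30 min at 37degC; ADP measured by HTRF Transcreener TR-FRET; buffer 30 mM TRIS pH 7.4, 100mM KCl, 5mM MgCl2, 1mM DTT.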
# WRN inhibitor = inhibitors of human WRN helicase; Potency, µM (series often up to 114 µM), without a hit: at the highest dose activity change, negative = inhibition, actives largely listed as inhibitors; Q14191; WRN helicase unwinding, fluorescent forked duplex, kinetic; AID 651768; 360,000 compounds, 0.46% hits; note: potency is the fitted concentration of half-maximal effect; % is set by controls: 0 for no effect and ±100 for the full control effect; nearly all actives have a fitted effect of over 55% in size
#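 Kinetic red-fluorescence monitoring (525/598 nm) tracks WRN helicase activity after 100 nM fluorophore-quencher forked duplex and 2 mM ATP are added to 20 nM enzyme pretreated 15 min at room temperature with compound.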
# * = called active by the depositor; ? = inconclusive; . = no result given; [ ] = remark or other dose. Unless noted, calls come from the whole dose curve; as a rule, active = well fitted curve in the direction sought with a large enough effect; inconclusive = small, poorly fitted or top-dose-only effect, or another doubt; inactive = no such curve, though single readings can be large; an effect the other way counts as inactive or inconclusive.
Structure,PLK1 PBD block,PI5P4Ka inh,EPAC1 antagonist,EPAC2 antag,EPAC1 ag,CCT modulator,Mm-Cpn inhibitor,WRN inhibitor
COc1ccc(NC(=S)c2ccc(N(C)C)cc2)cc1,?,-4,14%,10%,-11%,-0.2,?,-2%
COc1ccccc1Nc1nc(N)nc(CSC(=S)N2CCC(C)CC2)n1,-8%,-3,5%,-7%,24%,0.0,-1%,-4%
Cn1nccc1NC(=O)c1nccnc1C(=O)O,1%,-1,0%,9%,-3%,2.1,-3%,5%
CCNC(=O)CN(c1ccc(C)cc1)S(=O)(=O)c1ccccc1,-9%,0,7%,-2%,8%,-1.7,2%,0%
O=C(CCCc1ccccc1)NCc1ccc(F)cc1,-6%,5,-1%,-3%,1%,-2.5,2%,2%
O=C(O)CC(NC(=O)C1CCCCC1)c1cc([N+](=O)[O-])ccc1Cl (stereo not drawn),-2%,2,-10%,10%,-10%,0.7,-3%,-2%
COC(=O)c1[nH]c2c(c1C)C(=O)CC(c1cc(OC)ccc1OC)C2 (stereo not drawn),1%,7,?,-20%,-3%,-2.0,-1%,-4%
COc1ccc(/C(N)=N/OC(=O)c2ccc([N+](=O)[O-])c(C)c2)cc1OC,-12%,-8,11%,4%[57.1 µM],-10%,-2.2,1%,5%
C[C@@H]1CN([C@@H](C)CO)C(=O)CCCn2nncc2CO[C@@H]1CN(C)C(=O)Nc1cccc2ccccc12,-20%,-2,14%,-1%,11%,-3.4,.,1%
O=C(COC(=O)c1cc(=O)c2ccccc2o1)NCc1ccccc1,-5%,6,-6%,3%,1%,-1.3,0%,-4%
C=CCn1cccc(C(=O)Nc2ccc(C)c(C)c2)c1=O,27µM*,5,-14%,-5%,4%,-0.4,4%,-3%
COc1ccc(CN(C)CC(=O)Nc2ccccc2C(F)(F)F)cc1,-1%,5,-17%,?,-4%,1.5,0%,0%
CCc1nnc(NC(=O)CCC(=O)O)s1,-3%,1,-2%,6%,5%,0.1,0%,-4%
Cc1c(Cl)cccc1-c1ccc(/C=N/n2cnnc2)o1,-2%,-13,7%,-1%,2%,-3.8,-5%,-7%
CN(C)Cc1csc(NC(=O)Nc2cccc(Cl)c2)n1,-7%,-6,-9%,-3%,-10%,-2.6,.,17%
CCOC(=O)c1[nH]cnc1C(=O)Nc1ccccc1OC,-1%,-4,2%,8%,-2%,1.4,1%,1%
CCOc1cccc(C(=O)NC(=S)Nc2cccc(C)c2)c1,0%,19,-6%,-10%,17%,-0.5,1%,-11%[57.1 µM]
COc1ccc(C2/C=C\CN(C(=O)c3ccccc3)CC(=O)N2Cc2ccc(F)cc2)cc1 (stereo not drawn),5%,1,-19%,8%,4%,-0.8,-1%,3%
CCN(C(=O)CN1C(=O)NC2(CCc3ccccc32)C1=O)C1CCS(=O)(=O)C1 (stereo not drawn),-6%,-9,11%,0%,-4%,-34*,-5%,12%
CCn1cc(C(=O)NCCc2ccccc2)c(=O)c2cc(S(=O)(=O)N3CCCC3)ccc21,-15%,-6,-13%,-13%,4%,0.1,-5%,-4%

# Part of the list above in order of molecular weight, ascending:
Structure,PLK1 PBD block,PI5P4Ka inh,EPAC1 antagonist,EPAC2 antag,EPAC1 ag,CCT modulator,Mm-Cpn inhibitor,WRN inhibitor
O=C(O)CC(NC(=O)C1CCCCC1)c1cc([N+](=O)[O-])ccc1Cl (stereo not drawn),-2%,2,-10%,10%,-10%,0.7,-3%,-2%
COc1ccccc1Nc1nc(N)nc(CSC(=S)N2CCC(C)CC2)n1,-8%,-3,5%,-7%,24%,0.0,-1%,-4%
CCn1cc(C(=O)NCCc2ccccc2)c(=O)c2cc(S(=O)(=O)N3CCCC3)ccc21,-15%,-6,-13%,-13%,4%,0.1,-5%,-4%

# Further compounds
Structure,PLK1 PBD block,PI5P4Ka inh,EPAC1 antagonist,EPAC2 antag,EPAC1 ag,CCT modulator,Mm-Cpn inhibitor,WRN inhibitor
CCOc1cc(/C=N/NC(=O)C(=O)Nc2cc(Cl)ccc2C)ccc1O,4%,-5,-3%,4%,6%,-1.5,0%,-7%
COc1ccc(CN2CCCC(C(=O)N3CCc4ccccc4C3)C2)cc1OC (stereo not drawn),?,-1,-2%,-1%,10%,-1.6,2%,0%
O=C1N[C@H](Cc2ccccc2)COC(=O)[C@H](Cc2ccc(F)cc2)C/C=C\C[C@@H]1CC(=O)N(CCO)Cc1ccccc1,2%,8,-13%,1%,-1%,-0.9,2%,-5%
Cc1ccc(-c2nnn(CC(=O)NC(=O)NC3CCCCC3)n2)cc1,3%,2,-15%,-5%,3%,1.5,1%,-9%
O=c1cc(CN2CCN(Cc3ccccc3)CC2)c2cc(Cl)ccc2o1,-3%,3,4%,35%[activator],3%,2.2,1%,-17%
CCn1cc(C(=O)N2CCN(C(=O)c3ccco3)CC2)c2cc(OC)c(OC)cc2c1=O,-9%,-10,6%,13%,-2%,-0.5,-1%,6%
CC[C@]12c3[nH]c4ccc(Cl)cc4c3CCN1C(=O)[C@@H](CC(=O)NC(C)(C)C)C[C@@H]2C(=O)N1CCN(C(=O)c2ccco2)CC1,-14%,-4,-11%,15%,-2%,-1.4,-14%,-1%
CCSC1=N/C(=C\c2ccc(OC)cc2)C(=O)N1,6%,1,31%[activator],13%,-5%,-1.0,1%,-14%[57.1 µM]
Cc1ccc(N(CC(=O)NC(C)(C)C)C(=O)CNC(=O)c2cccs2)c(C)c1,-8%,1,8%,-3%,3%,1.1,0%,0%
c1ccc(-c2nc3ccccc3c3nncn23)cc1,2%,-4,2%,15%,-2%,-2.2,-2%,-13%
CC(C)(C)NC(=O)C(c1ccccc1)N(Cc1ccco1)C(=O)c1csnn1 (stereo not drawn),-1%,0,4%,8%,-13%,-2.1,-1%,2%
CN(C)c1cccc(CNC(=O)c2csc([C@@H]3C[C@H](O)[C@@H](CO)O3)n2)c1,-10%,-2,-4%,20%,-13%,-1.3,.,5%
Cc1ccc(NS(=O)(=O)c2cc(C(=O)N3CCOCC3)ccc2C)cc1C,-10%,-8,3%,0%,14%,-3.6,2%,-1%
Cc1ccc(OCCNC(=O)c2cncc(Br)c2)cc1C,2%,-2,14%,0%,0%,0.1,-1%,0%
O=C(NCc1ccc(Cl)cc1)c1ccc(CSc2nc3ccncc3[nH]2)cc1,10%,5,-7%,-13%,9%,-0.7,1%,-1%
C#CCOCCOCCOCCNc1nc(N2CCN(C(=O)[C@H](CCC(=O)O)n3cc(C(N)CC(C)C)nn3)CC2)nc(N2CCN(C(=O)[C@H](CCC(=O)O)n3cc(C(N)[C@H](C)CC)nn3)CC2)n1 (stereo partly drawn),0%,-3,7%,0%,8%,-0.2,.,-2%
CCCCNC(=O)n1c(=O)oc2ccc(Cl)cc21,?,-2,10%,4%,-1%,0.5,4%,12%
CCOC(=O)c1cc2sc(C)cc2n1CC(=O)Nc1ccc2c(c1)OCCO2,2%,.,14%,3%,-1%,-4.3,-6%,-8%
Cc1ccc(C)c(S(=O)(=O)NCC(c2ccc3c(c2)OCO3)N2CCOCC2)c1 (stereo not drawn),27%,6,-4%,-9%,-7%,0.7,1%,-7%
N#CC1(NC(=O)Cn2ncc(Cl)c(Cl)c2=O)CCCCC1,-25%,?,-25%,2%,2%,-0.6,-3%,-10%
Cc1ccc(NC(=O)CCCC(=O)OC(C)C(=O)c2ccccc2)cc1 (stereo not drawn),-5%,5,1%,-2%,6%,-0.2,0%,0%
CCOCc1nnc(NC(=O)CSc2ccccc2)s1,?,-12,17%,15%,1%,-2.0,-3%,2%
c1cncc(-c2nc(NCC3CCCO3)c3ccccc3n2)c1 (stereo not drawn),-7%,6,?,-2%,2%,0.4,-6%,0%
Cn1c(SCc2ccc(Cl)cc2)nnc1-c1ccc2nonc2c1,-5%,2,-2%,14%,-2%,-0.2,1%,-3%
Cc1cccc(NC(=O)CNC(=O)c2cc(S(=O)(=O)N(C)C)ccc2N2CCCC2)c1C,-12%,-15,-6%,0%,9%,-2.1,.,3%
COc1ccc(-c2noc(N3CCC(C(=O)NCCCN4CCC(C)CC4)CC3)n2)cc1,0%,-5,-7%,-5%,-4%,-0.7,0%,-8%
C=CCOc1ccc(CNc2ccc3[nH]c(=O)[nH]c3c2)cc1OCC,-11%,-28,-20%,1%,-3%,-1.1,-12%,-14%
Cn1c(=O)n(/N=C/c2ccccc2)c2ccccc21,-10%,2,-5%,-2%,-6%,-1.9,4%,?
O=C1C=C(Nc2ccccc2)CC(c2ccccc2)C1 (stereo not drawn),-4%,8,-8%,?,8%,1.4,1%,-13%
COc1ccc(-n2ncc3c(=O)n(Cc4c(F)cccc4Cl)cnc32)cc1,-8%,-4,22%,3%,2%,1.1,3%,-7%
CC(C)CNC(=O)[C@H](Cc1ccccc1)NC(=O)c1cccs1,4%,-3,-7%,-7%,-2%,-0.8,-1%,1%[57.1 µM]
O=C(NCCC(=O)N1CCc2ccccc21)c1ccccc1Cl,-15%,-1,-3%,-4%,3%,-2.1,0%,-3%
NS(=O)(=O)c1ccc(NC(=O)CSc2nnc(-c3cnccn3)n2-c2ccccc2)cc1,1%,10,-4%,4%,-2%,0.1,.,3%
O=C(/C=C/Nc1ccccc1OC(F)(F)F)C(F)(F)F,0%,-3,4%,9%,-2%,-0.4,0%,-16%
CSc1nc(O)c(C(c2ccc(OC(C)C)cc2)c2c(O)nc(SC)[nH]c2=O)c(=O)[nH]1,11µM*,-29,-9%,-2%,-4%,-2.0,.,?
Cc1ccccc1C(=O)NCCNc1ccc([N+](=O)[O-])cc1,-6%,3,-5%,-6%,9%,-2.1,1%,1%
COc1ccc(C(=O)NN(C)c2nc(-c3ccccc3)nnc2C(F)(F)F)cc1,-12%,-4,-8%,0%,8%,1.1,1%,5%
Cc1ccc(C(=O)OCn2nnc3ccccc3c2=O)cc1[N+](=O)[O-],2%,-3,-23%,5%,12%,-0.7,-6%,2%
Cc1c(NC(=O)Cn2nc(C(F)(F)F)c3c2CCCC3)c(=O)n(-c2ccccc2)n1C,-15%,-2,5%,-1%,-2%,-5.1,1%,5%
C[C@]12c3[nH]c4cc(-c5ccco5)ccc4c3CCN1C(=O)[C@@H](CC(=O)NCC13CC4CC(CC(C4)C1)C3)C[C@@H]2C(=O)N1CCOCC1,-8%,-2,-18%,-10%,-3%,-2.4,-3%,5%
CC(C)C(=O)NC(=S)N(Cc1ccccc1)Cc1ccccc1,-4%,4,4%,-1%,-5%,-3.7,0%,3%
CC1CCCC(C)N1c1nnc(N)s1 (stereo not drawn),-28%,-5,-6%,5%,-8%,0.3,0%,12%
CCc1c(C)nc2ncnn2c1N1CCC(C(=O)Nc2ccc(C)cc2)CC1,-7%,.,22%,21%,-4%,-0.9,-2%,-15%

# Assay outcomes from PubChem.

# Only part of the results is shown. The share of hits here may be higher or lower than overall.
